hERG protect – compounds protecting human hERG from proarrhythmic drug block | Q12809 | CHO-hERG, FluxOR thallium flux, dofetilide IC70 present | activation (rescue from dofetilide block), less the hit threshold, % at 10 µM | 0.51% of 310,000 active;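 active = activation above the mean of controls blocked by dofetilide plus 5 SD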;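 also: thallium influx through hERG after potassium depolarization seen as dye fluorescence rise; in these data hits start at about 4.7%; inactives centre near -7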
Target sequence (Q12809 whole entry, looked up): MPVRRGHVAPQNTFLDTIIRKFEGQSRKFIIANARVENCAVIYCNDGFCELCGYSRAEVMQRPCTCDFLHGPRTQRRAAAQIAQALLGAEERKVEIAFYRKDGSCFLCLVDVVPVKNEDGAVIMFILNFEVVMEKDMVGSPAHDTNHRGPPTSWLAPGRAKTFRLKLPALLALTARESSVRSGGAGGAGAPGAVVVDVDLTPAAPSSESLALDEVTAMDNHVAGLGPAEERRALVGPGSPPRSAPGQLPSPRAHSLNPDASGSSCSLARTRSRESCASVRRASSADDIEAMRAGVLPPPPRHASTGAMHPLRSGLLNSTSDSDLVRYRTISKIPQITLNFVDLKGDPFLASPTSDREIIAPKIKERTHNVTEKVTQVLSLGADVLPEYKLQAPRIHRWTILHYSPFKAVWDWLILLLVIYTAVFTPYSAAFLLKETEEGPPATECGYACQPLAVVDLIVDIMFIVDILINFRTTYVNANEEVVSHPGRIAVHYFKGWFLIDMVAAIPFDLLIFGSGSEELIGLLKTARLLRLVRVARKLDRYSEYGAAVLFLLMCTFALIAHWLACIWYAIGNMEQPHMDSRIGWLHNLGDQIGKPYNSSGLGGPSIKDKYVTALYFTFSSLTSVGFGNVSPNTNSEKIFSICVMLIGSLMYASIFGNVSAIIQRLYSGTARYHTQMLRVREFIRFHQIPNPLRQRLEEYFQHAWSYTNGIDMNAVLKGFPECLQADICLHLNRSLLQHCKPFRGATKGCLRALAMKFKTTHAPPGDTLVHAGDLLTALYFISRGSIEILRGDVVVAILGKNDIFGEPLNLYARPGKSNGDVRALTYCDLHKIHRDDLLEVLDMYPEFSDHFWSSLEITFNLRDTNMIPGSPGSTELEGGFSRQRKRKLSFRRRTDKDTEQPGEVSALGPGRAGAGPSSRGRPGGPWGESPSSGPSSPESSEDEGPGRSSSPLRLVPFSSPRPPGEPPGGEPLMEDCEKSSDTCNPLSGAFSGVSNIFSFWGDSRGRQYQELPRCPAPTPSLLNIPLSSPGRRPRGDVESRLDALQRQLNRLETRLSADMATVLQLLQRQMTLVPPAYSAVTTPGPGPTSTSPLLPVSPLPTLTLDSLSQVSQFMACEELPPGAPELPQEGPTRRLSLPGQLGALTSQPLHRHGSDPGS
RGS4 act – RGS4 potentiation or activation; B-score at 10 µM; 0.92% of 310,000 active; HEK293 M3R/inducible RGS4, carbachol calcium flux Fluo4; hits give low values;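 active = B-score of the integrated calcium signal more than 4 SD below the library mean, with starting fluorescence not abnormally high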;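 also: negative B-score means reduced calcium response which marks RGS4 activation or potentiation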
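Assay system: HEK293 FlpIn-TREx cells, stable M3R, doxycycline-inducible RGS4 / Probe or stimulus: carbachol, ECmax concentration / Times: overnight RGS4 induction, 30 min dye load 37 °C, 20 min compound RT / Signal: kinetic calcium fluorescence imaging with Fluo4-AM dye, 2 µM / Measure: Agonist-evoked peak-minus-minimum fluorescence over baseline, integrated ratio, B score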
PolyA inhibitor – yeast polyadenylation inhibition; S. cerevisiae SKY197-pL101 polyadenylation reporter, beta-gal luminescence; efflux-impaired pdr1/pdr3 knockout yeast; score 100 = 6 SD above DMSO; calls only at 12 µM; 0.02% of 300,000 active;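 active = lowest replicate activity score at least 50, where 100 means six control SD above control mean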;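 also: yeast exposed to compound for 9 h at 30 °C; higher score means more reporter readthrough which indicates perturbed polyadenylation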
KCNK3 inh – human KCNK3 channel inhibition, primary screen; CHO-KCNK3 thallium flux, FluxOR fluorescence; hits give low values; B-score at 10 µM; 0.84% of 340,000 active; AID 602410;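 active = B-score under library mean minus 4 SD, starting fluorescence ratio at most library mean plus 5 SD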;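 also: more negative B-score means stronger inhibition of thallium flux through KCNK3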
KCNQ1 block – human KCNQ1 channel inhibition; P51787; AID 2642; B-score at 10 µM; CHO-K1 KCNQ1, FluxOR thallium flux fluorescence; hits give high values; 1.3% of 310,000 active;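 active = compounds whose thallium flux B-score, printed positive for inhibition, exceeds three library SD while starting fluorescence stays within three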;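 also: channel opened by potassium depolarization with thallium stimulus after 20 min compound exposure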
KCNQ1 pot – human KCNQ1 channel potentiation or activation; 0.35% of 310,000 active; CHO-K1 KCNQ1, thallium flux FluxOR fluorescence; hits give high values; AID 2648; B-score at 10 µM;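 active = fluorescence ratio B-score, a plate-corrected score, at least three library SD, with initial intensity B-score within 5 SD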
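Material: CHO-K1 cells stably expressing KCNQ1. Medium: assay buffer for compound exposure, DMSO matched across wells. Reagent: K+/Tl+ depolarizing stimulus. Compound dosing: single-concentration screen. Times: 37 °C overnight plating, 90-min dark dye load, 20-min compound pretreatment. Technique: FluxOR Tl+ flux fluorescence.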
DYRK1A inh – inhibitors of rat Dyrk1A kinase | Q63470 | ADP-Glo luminescence, NFATc1 peptide | inhibition, % at 12.5 µM | 0.43% of 310,000 active | AID 504441; in the data active = inhibition above about 50%;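 also: plate controls were vehicle with enzyme for no effect and no enzyme for full effect; many of its hits are not listed in these tables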
KCNK9 inh – inhibitors of human KCNK9 two-pore domain potassium channel; HEK293 KCNK9, FluxOR thallium flux fluorescence; hits give low values; AID 488922; 1.2% of 310,000 active; B-score at 10 µM; Q9NPC2;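 active = ratio B-score over 3 SD below the library mean, with starting fluorescence within 5 SD of its mean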;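 also: negative B-score means less thallium flux so channel inhibition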
GSK3A inh – inhibitors of human GSK-3 alpha kinase | ADP-Glo luminescence, 60 min | P49840 | 0.1% of 320,000 active | AID 2650 | inhibition, % at 10 µM;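 in the data active = inhibition above about 50%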;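 also: GST-tagged GSK-3 alpha with peptide substrate and 25 µM ATP; 0% = DMSO neutral wells and 100% = GW8510 positive control wells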
HDAC3 inhib – inhibitors of human histone deacetylase 3 | recombinant HDAC3, fluorogenic peptide/trypsin coupled, fluorescence | O15379 | inhibition, % at 8.3 µM | 0.15% of 320,000 active | AID 2718; in the data active = inhibition above about 26%, passing the limit was not always enough
GSK3B inh – inhibitors of human GSK3beta kinase. GST-GSK3beta kinase, ADP-Glo luminescence, 60 min; hits give low values. activity score (negative = inhibition), % at 10 µM. 0.038% of 300,000 active;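 active = more than half of replicate wells score below -50%, meaning over 50% inhibition versus plate controls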;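 also: 0% = median DMSO wells and -100% = median GW8510 positive control wells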
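Test system: GST-tagged human GSK3beta kinase, cell-free; evaluation: activity score scaled between in-plate DMSO and GW8510 controls; measured by: ADP-Glo luminescence; incubation: 60 min reaction, RT; benchmarks: DMSO and 20 µM GW8510; reagent: peptide substrate plus 25 µM ATP (final); medium: Tris/MgCl2 kinase buffer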
* hit, by the source's call; i = inactive; . = not tested or not shown. These rows are one share of the data. The share of hits here may be higher or lower than overall.

mol | HDAC3 inhib | hERG protect | PolyA inhibitor | KCNK3 inh | GSK3B inh | DYRK1A inh | KCNK9 inh | KCNQ1 pot | KCNQ1 block | RGS4 act | GSK3A inh
FC(F)(F)c1ccnc(NCc2ccc(Cl)cc2)n1 | 1.9 | -7.4 | i | i | 0.7 | -0.8 | i | i | i | i | -0.7
CCc1ccc(NC(=O)CSc2nnc(CNC(=O)c3c(F)cccc3Cl)o2)cc1 | -14.0 | -5.9 | i | i | -1.4 | -3.2 | i | i | i | i | 1.7
O=c1cc(CSc2nnc(NC3CCCCC3)s2)nc2sccn12 | 9.2 | -7.8 | i | i | -0.9 | -1.9 | i | i | i | i | 0.9
CCOc1cc(C(=O)Nc2nnc(CC)s2)ccc1OCC(=O)N1CCOCC1 | -5.6 | -7.2 | i | i | -0.5 | 1.4 | i | i | i | i | -2.0
NS(=O)(=O)OCC(Cc1ccccc1)N1C(=O)c2ccccc2C1=O (centres undefined) | 3.8 | -4.1 | i | i | -2.2 | 1.7 | i | i | i | i | -1.5
COc1ccc(Oc2nc(-c3ccccc3)ncc2S(=O)(=O)c2ccccc2)cc1 | 2.4 | -15.1 | i | i | -0.1 | -6.3 | i | i | i | i | -1.7
CCOC(=O)c1ccc(NC(=S)NC(=O)c2nn(CC)cc2Br)cc1 | 1.4 | -4.7 | i | i | 1.2 | 14.1 | i | i | i | i | -1.9
Cc1ccc2nc(-c3ccc(NS(=O)(=O)c4ccc(F)cc4)cc3)sc2c1 | -9.4 | -7.9 | i | i | -1.6 | 0.0 | i | i | i | i | 3.7
O=C(COc1cccnc1[N+](=O)[O-])c1c[nH]c2ccccc12 | -1.7 | -7.5 | i | i | 3.3 | -6.8 | i | i | i | i | 1.4
Cc1ccccc1C(=O)NC(=S)Nc1ccc(S(=O)(=O)N2CCOCC2)cc1 | 7.4 | -10.0 | i | i | 1.0 | 4.1 | i | i | i | i | 0.1
CCCC(=O)N1CC2(CCC)CN(C(=O)CCC)CC(CCC)(C1)C2=O | 4.8 | -5.5 | i | i | -11.8 | -4.5 | i | i | i | i | 0.6
COCCn1c(SCC#N)nnc1-c1ccc(OC)cc1 | -5.1 | -6.6 | i | i | 0.6 | -3.7 | i | i | i | i | -3.8
O=C1C2C3C=CC(CNS(=O)(=O)c4ccccc4)(O3)C2C(=O)N1c1ccc(Cl)cc1 (centres undefined) | 2.0 | -3.3 | i | i | 0.0 | -6.2 | i | i | i | i | -1.4
CC(=O)N1CCCc2cc(S(=O)(=O)NCCC3=CCCCC3)ccc21 | 3.6 | -5.1 | i | i | 1.0 | 0.1 | i | i | i | i | -0.3
CC1C(C#N)=C(N)OC2=C1C(=O)CCC2 (centres undefined) | -2.6 | -0.3 | i | i | -2.7 | 1.4 | i | i | i | i | 0.7
O=C(N/N=C\c1ccc([N+](=O)[O-])o1)c1cncc(Br)c1 | -2.1 | -1.0 | i | i | 1.7 | -0.7 | i | i | i | i | 3.8
O=c1cnc2ccccc2n1Cc1ccccc1C(F)(F)F | 1.3 | -9.4 | i | i | . | 1.2 | i | i | i | i | -0.9
CCCCNC(=O)CC(=O)Nc1ccccc1C(=O)O | 2.4 | -0.2 | i | i | -2.3 | -8.9 | i | i | i | i | 0.4
N#CCCn1c(=O)n(CCC#N)c2ccccc21 | 4.3 | -7.1 | . | i | -0.7 | -0.9 | i | i | i | i | -2.5
O=C(CCCCCn1nnc2ccccc2c1=O)Nc1ccccc1Cl | 4.4 | -7.5 | i | i | 0.4 | -1.7 | i | i | i | i | 0.6
Cc1ccc(-n2[nH]c(C)c(/C=N/Nc3ccc([N+](=O)[O-])cc3[N+](=O)[O-])c2=O)cc1C | 14.1 | -3.0 | . | i | 0.3 | -0.4 | i | i | i | i | 1.8
O=C(O)c1cc2c(ccc3ccccc32)oc1=O | -73.4 | -11.7 | i | i | 2.8 | 36.5 | i | i | i | i | -2.4
O=C1CN(C(=O)COC(=O)c2ccccc2NCc2ccco2)c2ccccc2N1 | -49.5 | -1.1 | i | i | 1.6 | -1.7 | i | i | i | i | -3.5
Fc1cccc(Cl)c1Cn1nnc2c(-n3ccnc3)ncnc21 | 7.8 | -1.8 | i | i | -2.4 | 6.0 | i | i | i | i | 0.3
Cc1cc(C)c(C)c(S(=O)(=O)Nc2ccc(OCC(=O)O)cc2)c1C | -1.1 | -5.4 | i | i | 1.3 | 0.4 | i | i | i | i | 1.9
Cn1c(=O)cc(SCC(=O)N2CCN(c3ccccn3)CC2)c2ccccc21 | 3.7 | -11.6 | i | i | 0.0 | 3.3 | i | i | i | i | 0.2
CCN(CC)CCC#CC(O)(c1ccccc1)C1CCCCC1 (centres undefined) | 3.0 | -12.2 | i | i | 3.5 | -2.3 | i | i | i | -8.57* | 1.1
O=C(COC(=O)c1ccc[n+]([O-])c1)Nc1c(Br)cc([N+](=O)[O-])cc1Br | -0.6 | -12.9 | i | . | 2.9 | . | i | i | i | i | -2.0
O=C(Cc1ccc(-n2c(=O)c3sccc3n(CC(=O)Nc3ccccc3F)c2=O)cc1)NCc1ccco1 | 10.7 | -11.4 | i | i | -2.5 | 0.4 | i | i | i | i | -4.0
CC(C)c1nc(CNC(=O)C2CCC(=O)N(CCc3ccc(Cl)cc3)C2)no1 (centres undefined) | -0.2 | -9.5 | i | i | 2.1 | -0.9 | i | i | i | i | 0.9
Cn1cc(S(=O)(=O)NCc2ccco2)c(=O)n(C)c1=O | -1.9 | -8.1 | i | i | 1.9 | -2.7 | i | i | i | i | 0.2
CCOC(=O)C1(CC)NC(c2ccc(N(C)C)cc2)C2C(=O)N(C)C(=O)C21 (centres undefined) | 6.9 | -8.0 | i | i | 1.1 | 1.4 | i | i | i | i | 5.3
CC(NC(=O)c1cc(S(=O)(=O)N(C)C)ccc1Cl)C1CC2CCC1C2 (centres undefined) | 3.5 | -4.2 | i | i | 1.3 | -2.6 | i | i | i | i | -1.0
O=S(=O)(c1ccc(-c2n[nH]c(=S)o2)cc1)N1CCCC1 | -1.5 | -15.1 | i | i | 2.8 | -0.3 | i | i | i | i | -1.0
O=C(NC1CC1)c1sccc1-n1cccc1 | 4.0 | -3.8 | i | i | -4.6 | -1.3 | i | i | i | i | 0.7
O=S1(=O)N=C(N2CCCc3ccccc32)c2ccccc21 | -0.8 | -1.6 | i | i | 0.8 | 8.7 | i | i | i | i | 5.1
CC(C)C(=O)NC(NC1CCS(=O)(=O)C1)C(Cl)(Cl)Cl (centres undefined) | -1.9 | -3.8 | . | i | -1.5 | -9.3 | i | i | i | i | -1.9
N#CC1=C(SCc2ccccc2)NC(=O)CC1c1cccc(O)c1 (centres undefined) | -4.0 | -1.7 | i | i | 3.6 | 0.9 | i | i | i | i | 1.3
O=C(O)c1ccc(N2C(=O)C3C4c5ccccc5C(Br)(c5ccccc54)C3C2=O)cc1 (centres undefined) | 2.3 | -10.9 | i | i | 2.3 | -1.4 | i | i | i | i | -0.9
CC(=S)/C=C1\Sc2ccccc2N1C | 17.8 | -1.1 | i | i | -0.8 | 20.4 | i | i | i | i | -1.3
COc1ccc(C(CNc2ncnc3sc(C)c(C)c23)N(C)C)cc1 (centres undefined) | 1.1 | -8.2 | i | i | -2.6 | 0.8 | i | i | i | i | -0.9
Cc1nnc(NC(=O)c2cccc(S(=O)(=O)N3CCOCC3)c2)s1 | -6.4 | -9.6 | i | i | -2.6 | -2.1 | i | i | i | i | 12.1
CN(Cc1ccccc1)C(=O)Cn1c(=O)c2cccn2c2cccnc21 | 1.1 | -8.2 | i | i | . | -7.5 | i | i | i | i | 0.2
Cn1cccc1/C=C1\SC(=O)N(c2ccccc2)C1=O | 9.3 | -5.0 | i | i | 2.0 | -4.4 | i | i | i | i | -0.3
COc1cc(NC(=O)Cn2nnc(-c3ccncc3)n2)cc(OC)c1 | -0.7 | 4.3 | i | i | 0.5 | . | i | i | i | i | -4.5
COc1ccc(NC(=S)NN2CCN(C)CC2)cc1OC | -3.7 | -6.3 | i | i | -1.7 | -8.0 | i | i | i | i | -2.1

Source: PubChem BioAssay (several laboratories)
